hK5 inh – inhibitors of human kallikrein 5 | recombinant hK5, fluorogenic AMC substrate cleavage | 210,000 tested, 0.59% active | inhibition, % at 5 µM | Q9Y337;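 active means inhibition of 40% or more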;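 further: 0% = enzyme controls without compound and 100% = no-enzyme blanks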
Target sequence (Q9Y337 67-293 limits assumed): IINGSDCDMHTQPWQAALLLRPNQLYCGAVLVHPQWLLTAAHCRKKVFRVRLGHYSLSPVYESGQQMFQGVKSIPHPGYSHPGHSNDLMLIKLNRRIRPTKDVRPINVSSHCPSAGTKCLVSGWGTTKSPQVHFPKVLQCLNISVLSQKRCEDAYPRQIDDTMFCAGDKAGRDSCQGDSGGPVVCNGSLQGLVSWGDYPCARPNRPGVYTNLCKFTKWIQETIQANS
FXIIa inh – factor XIIa (human) inhibition; purified FXIIa, Boc-QGR-AMC fluorogenic substrate, 2 h; P00748; inhibition, % at 5 µM; 220,000 tested, 0.3% active; in the data active means inhibition above about 40%;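 further: 0% = enzyme with no compound and 100% = blank without enzyme; many of its hits are not listed in these tables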
Hck-Nef inh – inhibitors of human Hck kinase activated by Nef | P08631 | Recombinant Hck-YEEI plus Nef, Z-Lyte FRET kinase assay | inhibition, % at 20 µM | 220,000 tested, 0.68% active;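 active means Hck-Nef kinase inhibition above about 50%, limit read from the data; inactive means inhibition below that limit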;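 further: 0% = DMSO with Hck plus Nef and 100% = Hck alone without Nef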
Runt-SMMHC FRET – blocks binding of human RUNX1 Runt domain to CBFb-SMMHC; Q01196+Q13951; Cerulean-Runt/Venus-CBFb-SMMHC FRET ratio 530/480, 1 h; inhibition, % at 20 µM; 220,000 tested, 0.74% active; AID 1434;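 active means mean inhibition across duplicate retests at 20 µM reaching about 50%, limit read from the data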;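 further: 0% = DMSO wells and 100% = wells with excess untagged CBFb-SMMHC; inhibitors lower the FRET ratio by blocking Runt binding to CBFb-SMMHC; some results filed as inactive read as strong as hits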
Wee1 degr inh – blocks degradation of human Wee1 kinase; HeLa Luc-Wee1K328M stability, luciferase luminescence; 100% = proteasome inhibitor MG132 effect; P30291; reporter increase, % at 5 µM; 220,000 tested, 1.2% active; AID 1321;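 active means activation above the mean of all tested compounds plus 3 SD, set per screening run, cut at about 8.8% in these data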;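 further: cells exposed to compound for 20 h before luminescence read; 0% = DMSO alone and 100% = MG132 at 30 µM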
FXIa inh – factor XIa (human) inhibition | P03951 | purified FXIa, Boc-Glu-Ala-Arg-AMC fluorogenic substrate | inhibition, % at 5 µM | 220,000 tested, 0.14% active | AID 798;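 active means inhibition of at least 40%; inactive means inhibition below 40%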;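 further: fluorescence of freed AMC excited at 355 nm; 0% = enzyme without compound and 100% = no enzyme blank; many of its hits are not listed in these tables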
Target sequence (P03951 19-387 limits assumed): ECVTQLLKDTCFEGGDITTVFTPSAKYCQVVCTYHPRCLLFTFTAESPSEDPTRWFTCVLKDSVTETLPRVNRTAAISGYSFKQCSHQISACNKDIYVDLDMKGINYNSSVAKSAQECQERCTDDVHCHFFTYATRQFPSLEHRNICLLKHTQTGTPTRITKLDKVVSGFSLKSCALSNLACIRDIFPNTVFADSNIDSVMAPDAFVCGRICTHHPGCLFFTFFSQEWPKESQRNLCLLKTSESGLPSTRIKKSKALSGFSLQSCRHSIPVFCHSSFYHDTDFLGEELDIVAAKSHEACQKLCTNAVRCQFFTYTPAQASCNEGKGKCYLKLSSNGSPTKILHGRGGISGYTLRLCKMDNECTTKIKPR
Target sequence (P03951 388-625 limits assumed): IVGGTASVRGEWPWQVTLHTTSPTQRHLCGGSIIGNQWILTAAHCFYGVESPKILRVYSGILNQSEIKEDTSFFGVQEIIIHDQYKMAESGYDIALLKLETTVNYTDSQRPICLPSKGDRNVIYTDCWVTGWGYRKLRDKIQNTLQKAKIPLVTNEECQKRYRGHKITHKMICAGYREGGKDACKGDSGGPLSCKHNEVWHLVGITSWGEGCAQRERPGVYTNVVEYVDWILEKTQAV
Runt-CBFb FRET – Runt domain-CBFb interaction inhibition; Q01196+Q13951; Cerulean-Runt/Venus-CBFb FRET ratio 530/480, 1 h; inhibition, % at 20 µM; 220,000 tested, 0.46% active;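 active means inhibition over about 50% at 20 µM in the single-dose screen, limit read from the data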;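 further: 0% = DMSO wells and 100% = excess unlabeled CBFb competitor control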
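Measured by: fluorescence energy transfer, 422 nm excitation, 530/480 nm emission; Assay system: Cerulean-Runt domain; Medium: Tris pH 7.5 buffer with BSA; Measure: loss of energy transfer signal; Controls: 5 µM unlabeled CBFb as full-inhibition high control; Incubation: protein complex preformed 1 h, compound exposure 1 h, room temperature, dark.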
14-3-3 Bad inh – disrupts binding of bovine 14-3-3 zeta to phospho-Bad peptide; TR-FRET 14-3-3zeta/Dy647-pBad peptide displacement, 1 h; inhibition, % at 21.7 µM; 220,000 tested, 0.71% active; AID 781;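 active means inhibition above about 70%, limit read from the data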;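 further: 0% = full 14-3-3 plus peptide FRET controls and 100% = background without 14-3-3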
Thrombin inh – inhibitors of human thrombin; alpha-thrombin, Boc-VPR-AMC fluorogenic substrate cleavage; 220,000 tested, 0.26% active; P00734; inhibition, % at 5 µM;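 active means inhibition at or above 40%; inactive means inhibition below 40%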;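 further: 0% = enzyme with no compound and 100% = wells without enzyme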
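Material: human alpha-thrombin protein; Also added: Boc-VPR-AMC substrate, 15 µM final; Timing: enzyme reaction carried out at room temperature; Signal: fluorescence, ex 355 nm, em 460 nm; Measure: % inhibition of thrombin; Controls: enzyme without compound as high, wells lacking enzyme as low.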
* hit, by the source's call; i = inactive; [ ] = remark or other dose.

Sample of the layout:
SMILES	hK5 inh	FXIIa inh	Hck-Nef inh	Runt-SMMHC FRET	Wee1 degr inh	FXIa inh	Runt-CBFb FRET	14-3-3 Bad inh	Thrombin inh
COc1ccc(-n2c3c(cc(C(=O)NCc4ccco4)c2=O)C(=O)CC(C)(C)C3)cc1	8	29	11	0	0	9	-2	-6	0
N#C/C(=C\C=C\c1ccccc1)C(=O)NCc1cccnc1	9	16	24	1	1	5	0	-4	1
Cc1ccccc1C(=O)NNC(=O)CCc1ccccc1	1	5	11	-4	4	0	0	-17	1
CCCNC(=O)CCn1c(=S)oc2ccccc21	-1	9	16	2	1	-1	1	2	-4
O=C1CSC(=Nc2ccc(Cl)cc2)N1Cc1ccco1	2	5	1	-8	-1	2	6	5	-2
Cn1c(=O)c2c(O)c(C=NCc3ccccc3)c(=O)n(C)c2n(C)c1=O	-8	9	-2	2	0	2	0	4	-6

The whole of this part, previewed entries included:
SMILES	hK5 inh	FXIIa inh	Hck-Nef inh	Runt-SMMHC FRET	Wee1 degr inh	FXIa inh	Runt-CBFb FRET	14-3-3 Bad inh	Thrombin inh
COc1ccc(-n2c3c(cc(C(=O)NCc4ccco4)c2=O)C(=O)CC(C)(C)C3)cc1	8	29	11	0	0	9	-2	-6	0
N#C/C(=C\C=C\c1ccccc1)C(=O)NCc1cccnc1	9	16	24	1	1	5	0	-4	1
Cc1ccccc1C(=O)NNC(=O)CCc1ccccc1	1	5	11	-4	4	0	0	-17	1
CCCNC(=O)CCn1c(=S)oc2ccccc21	-1	9	16	2	1	-1	1	2	-4
O=C1CSC(=Nc2ccc(Cl)cc2)N1Cc1ccco1	2	5	1	-8	-1	2	6	5	-2
Cn1c(=O)c2c(O)c(C=NCc3ccccc3)c(=O)n(C)c2n(C)c1=O	-8	9	-2	2	0	2	0	4	-6
CCC(=O)NCCCCNC(=O)CC	-5	0	13	1	4	9	1	4	2
CC(C)OC(=O)c1cccc(C(=O)OCc2ccco2)n1	-3	0	0	3	2	-11	-3	8	-6
Cc1cc(NN)nc(NS(=O)(=O)c2ccccc2Cl)n1	4	7	24	2	2	-3	1	-12	-14
COc1ccc(/C=C2\SC(=N)N(c3nccs3)C2=O)cc1OC	-50	11	3	-27	-3	5	-12	9[fluorescence artefact?]	4
COc1ccc(N=Nc2nc3ccc(Br)cc3n2C)cc1	-10	10	0	i	9.9*	1	-249	4	4
CCc1ccc(Cc2cnc(NC(=O)C3=NCCN3)s2)cc1	-6	7	-25	3	1	-3	3	-23	-5
Cc1ccccc1CSCC(=O)c1c(N)n(CC(C)C)c(=O)n(C)c1=O	-19	8	5	0	1	2	2	-1	-7
COc1cccc2c(=O)n(CC(=O)N3CCCCC3)ccc12	-4	18	2	-2	-3	9	1	6	11
COc1ccc2c(c1)O[C@@H](c1ccc3c(c1)OCO3)[C@H](OC(=O)Nc1cc(OC)c(OC)c(OC)c1)C2=O	-11	15	-2	-2	-1	8	-4	-10	1
Cc1cc(C)c2c(N)c(C(=O)Nc3ncc(C)s3)sc2n1	-19	-10	15	95*	-4	-2	65*	10	0
C/C(CC(=O)Nc1ccc2c(c1)OCCO2)=N\NC(=O)C(=O)Nc1ccccc1C	-9	7	-6	3	-3	-4	1	6	-4
O=C(COc1cccnc1[N+](=O)[O-])Nc1ccccc1Sc1ccccc1	19	8	1	3	4	0	-1	0[fluorescence artefact?]	-2
COCCN(CC(=O)Nc1ccc(F)cc1)S(=O)(=O)c1ccc(S(=O)(=O)N2CCCC2)cc1	3	9	0	-2	0	7	-1	11	-1
CCOC(=O)c1ccc(/C=C2/C=C(c3ccccc3)N(c3ccc(Cl)c(C(=O)O)c3)C2=O)cc1	-13	7	37	-69	-2	3	-19	-6	-3

Laid out differently: 4 of the compounds above.
CCCNC(=O)CCn1c(=S)oc2ccccc21
  hK5 inh = -1
  FXIIa inh = 9
  Hck-Nef inh = 16
  Runt-SMMHC FRET = 2
  Wee1 degr inh = 1
  FXIa inh = -1
  Runt-CBFb FRET = 1
  14-3-3 Bad inh = 2
  Thrombin inh = -4
O=C1CSC(=Nc2ccc(Cl)cc2)N1Cc1ccco1
  hK5 inh = 2
  FXIIa inh = 5
  Hck-Nef inh = 1
  Runt-SMMHC FRET = -8
  Wee1 degr inh = -1
  FXIa inh = 2
  Runt-CBFb FRET = 6
  14-3-3 Bad inh = 5
  Thrombin inh = -2
Cn1c(=O)c2c(O)c(C=NCc3ccccc3)c(=O)n(C)c2n(C)c1=O
  hK5 inh = -8
  FXIIa inh = 9
  Hck-Nef inh = -2
  Runt-SMMHC FRET = 2
  Wee1 degr inh = 0
  FXIa inh = 2
  Runt-CBFb FRET = 0
  14-3-3 Bad inh = 4
  Thrombin inh = -6
CCC(=O)NCCCCNC(=O)CC
  hK5 inh = -5
  FXIIa inh = 0
  Hck-Nef inh = 13
  Runt-SMMHC FRET = 1
  Wee1 degr inh = 4
  FXIa inh = 9
  Runt-CBFb FRET = 1
  14-3-3 Bad inh = 4
  Thrombin inh = 2

Additional records follow.
SMILES	hK5 inh	FXIIa inh	Hck-Nef inh	Runt-SMMHC FRET	Wee1 degr inh	FXIa inh	Runt-CBFb FRET	14-3-3 Bad inh	Thrombin inh
Cc1nn(CC(=O)N2CCCc3ccccc32)c(C)c1[N+](=O)[O-]	-5	1	13	4	-1	-5	-1	-8	-17
COC(=O)[C@@H]1CC[C@H](C)[C@@H](c2ccc(C)cc2)N1C(=O)c1ccc(/C=N/OCC[C@@H]2C=C[C@H](OC(C)=O)[C@@H](COC(C)=O)O2)cc1	-7	13	-7	-9	2	2	-11	-6[fluorescence artefact?]	-5
Cc1ccccc1Cn1nc(C)c(NC(=O)C(F)(F)F)c1C	-13	8	5	1	-1	7	0	15	-1
CC(OC(=O)c1ccc(NS(=O)(=O)c2ccc3[nH]c(=O)[nH]c3c2)cc1)C(=O)Nc1cccc(Cl)c1Cl (centres undefined)	0	12	23	-6	24*	2	-7	8	1
Cc1sc2ncnc(NCc3cccnc3)c2c1C	17	9	6	37	2	8	15	2	16
CCOC(=O)N1CCN(C(=O)COc2ccc(Cl)c(C)c2)CC1	-2	5	18	3	5	-4	0	-11	-9
CCOC(=O)c1sc2ncn(/N=C/c3ccc(O)cc3)c(=O)c2c1C	27	26	12	0	-1	49*	-3	-8	25
COC(=O)c1ccc(/C=N/NC(=O)c2ccccc2Cl)cc1	-5	10	0	5	1	9	0	8[fluorescence artefact?]	0
Cn1cnnc1Sc1ccc(C(F)(F)F)cc1[N+](=O)[O-]	-8	4	20	2	2	-11	0	-11	-10
O=S(=O)(c1ccccc1)N(Cc1ccccc1)c1ccccn1	-1	4	1	0	3	-3	4	-3	0
Cn1c(=O)c2c(SCc3ccccn3)nc(CC(C)(C)C)nc2n(C)c1=O	-4	17	6	0	-2	3	-3	6[fluorescence artefact?]	1
CCS(=O)(=O)C(=C1Nc2ccccc2N1)S(=O)(=O)CC	-8	6	14	4	-1	-1	1	-4	3
C/C(=N\NC(=O)C12CCC(C)(C(=O)O1)C2(C)C)c1ccccc1O (centres undefined)	-2	1	-90	0	2	0	1	-1	-7
CCOC(=O)C(C(=O)OCC)C1N=C(N)N=C2Oc3ccccc3N21 (centres undefined)	-24	18	1	-2	5	-4	2	-2	1
COc1ccc(NCc2nnc(SCC(=O)Nc3ccc(OC)cc3)n2C)cc1	0	4	-12	2	0	-3	1	-8	-4
COc1ccc(NC(=S)N(CCCN2CCOCC2)Cc2cn(C)c3ccccc23)cc1	-12	9	11	-2	-1	4	1	-2	0
CCOC(=O)c1c(NC(=O)/C=C/c2ccc3c(c2)OCO3)sc(C)c1C	12	24	0	-9	-3	14	0	9	2
COc1cc(/C=C2/CCC/C(=C\c3cc(O)c(OC)c(Cl)c3)C2=O)cc(Cl)c1O	10	19	-1	-84	2	6	-22	3	4
Clc1ccc(-c2nnc(N3CCOCC3)o2)cc1	7	2	5	1	0	6	-3	1	-2
CCOc1ccccc1C(=O)NC(C(=O)Nc1ccccc1N1CCOCC1)C(C)C (centres undefined)	1	12	-1	2	-2	6	-2	10	-2
CC(=O)Nc1ccc(S(=O)(=O)NCCSCc2ccccc2Cl)cc1	0	14	2	-2	-2	7	-3	-14	4
CCOC(=O)COc1cccc2c(=O)n(CC(=O)N3CCN(C(=O)OCC)CC3)ccc12	4	4	0	0	-1	-6	-1	8	-4
CC(NC(=S)Nc1ccc(S(=O)(=O)N2CCOCC2)cc1)C1CC2CCC1C2 (centres undefined)	-3	1	0	2	1	24	0	-4[fluorescence artefact?]	-3
O=c1c(C/C=C/c2ccccc2)c(O)nc2n1CCCS2	-22	14	-3	3	-2	1	-2	-16[fluorescence artefact?]	1
COc1ccc(S(=O)(=O)N2CCCCCC2)cc1N(C)S(=O)(=O)c1ccccc1	-7	8	2	-3	-2	2	-3	19[fluorescence artefact?]	-15
CC(=O)Oc1ccccc1N(C(C)=O)S(=O)(=O)c1ccc(C)cc1	-5	5	5	-1	-3	-4	0	2	-9
O=C(CCc1nc2ccccc2s1)Nc1ccccc1	-14	3	0	-2	0	4	0	-1	-7
COc1ccc2[nH]c3c(=O)n(CCCCC(=O)N4CCC(C(N)=O)CC4)c(=S)[nH]c3c2c1	-8	2	3	26	2	1	6	18	-3
O=C(N/N=C/c1ccc2c(c1)OCO2)c1sc2cccc(Cl)c2c1Cl	-9	-10	0	-4	-3	-7	-4	-12	10
Cc1ccc(S(=O)(=O)N2CCN(C(=O)CCC(=O)NCCc3ccc(F)cc3)CC2)cc1	5	10	5	1	0	4	-2	0	2
CSc1ncc(Cl)c(C(=O)Nc2ccc(S(=O)(=O)N3CCOCC3)cc2)n1	1	5	0	-2	-2	-9	-1	-2	-4
COCC(O)CNc1ccccc1 (centres undefined)	-4	16	3	0	4	10	2	16	3
Clc1ccc(CN2C3=NCCN3c3ccccc32)cc1	4	0	-1	3	5	4	0	-2	-20
CCOC(=O)c1[nH]c2cc(OC)c(OC)cc2c1N	3	11	-1	-46	0	-2	-58	-5	-1
COc1ccc(Cl)cc1NC(=O)CN1C(=O)CC(C)S(=O)(=O)c2ccccc21 (centres undefined)	-18	-3	-2	-2	0	3	0	-12	2
O=C(N=Nc1c(O)[nH]c2ccccc12)c1ccc2c(c1)OCO2	3	7	20	2	3	1	-1	-18	1
CCn1c(Cc2ccccc2)nnc1SCC(=O)OC(C)C	-29	3	3	-3	1	-17	-4	4	-6
CCCC(=O)NC(c1cccs1)c1cc([N+](=O)[O-])c2cccnc2c1O (centres undefined)	-127	7	4	12	-1	5	7	15[fluorescence artefact?]	-3

Assay outcomes: PubChem BioAssay, several laboratories
